Assay outcomes as filed in PubChem.
VLA-4 inh: inhibition in a human VLA-4 binding assay | inhibition, % (about 7 µM as worked out from the volumes in the protocol) | AID 2557 | VLA-4 expressing cells, ligand binding flow cytometry | 330,000 tested, 0.2% active; in the data active means inhibition above about 50%
GRK2 inh: inhibitors of human GRK2 displacing RNA aptamer. bead flow cytometry, FAM-aptamer displacement from GRK2. inhibition of aptamer binding, % at 10 µM. 330,000 tested, 0.59% active;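 active means inhibition of aptamer binding above 40%, roughly 3 SD of noise, on plates passing a quality check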;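 further: median bead fluorescence of bound FAM aptamer so fluorescent compounds give negative values; no value below 0 was filed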
CIT2 TOR yeast: yeast TOR pathway CIT2-GFP modulation | S. cerevisiae CIT2-GFP strain, flow cytometry, 3 h; 100 means same as DMSO wells | GFP response vs DMSO, % at 10 µM | 320,000 tested, 0.065% active;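 active means GFP response relative to DMSO above a set limit, near the screen mean plus 3 SD, cut at about 150% in these data; inconclusive means Fewer than 70 cells measured for a yeast strain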;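 further: ratio of well median GFP fluorescence to mean of DMSO wells on the plate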
AGP1 TOR yeast: yeast TOR pathway AGP1-GFP modulation; S. cerevisiae AGP1-GFP multiplex flow cytometry, 3 h; GFP as percent of DMSO wells; GFP response vs DMSO, % at 10 µM; 320,000 tested, 0.02% active; AID 2066;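 active means GFP response relative to DMSO above a set limit, near screen average plus 3 SD, cut at about 150% in these data; inconclusive means fewer than 70 cells counted for the yeast strain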;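 further: median GFP channel fluorescence of the gated AGP1 strain per well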
GASC-1 inh: blocks human GASC-1 demethylase activity. Q9H3R0. GST-JMJD2C(1-420) H3K9me3 demethylation, DELFIA europium. inhibition, % at 2.35 µM. 330,000 tested, 0.069% active;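 active means more than half of a compound's replicate wells show inhibition beyond 50%, single wells judged on their own value; inconclusive means some, but no more than half, of replicates pass 50% inhibition; inactive means no replicate passes 50% inhibition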;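 further: signal counts dimethyl H3K9 product captured on neutravidin plate; 0% = median of DMSO wells and 100% = 0.3 times that DMSO median; strong numbers were not always called active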
Target sequence (Q9H3R0 1-420 limits assumed): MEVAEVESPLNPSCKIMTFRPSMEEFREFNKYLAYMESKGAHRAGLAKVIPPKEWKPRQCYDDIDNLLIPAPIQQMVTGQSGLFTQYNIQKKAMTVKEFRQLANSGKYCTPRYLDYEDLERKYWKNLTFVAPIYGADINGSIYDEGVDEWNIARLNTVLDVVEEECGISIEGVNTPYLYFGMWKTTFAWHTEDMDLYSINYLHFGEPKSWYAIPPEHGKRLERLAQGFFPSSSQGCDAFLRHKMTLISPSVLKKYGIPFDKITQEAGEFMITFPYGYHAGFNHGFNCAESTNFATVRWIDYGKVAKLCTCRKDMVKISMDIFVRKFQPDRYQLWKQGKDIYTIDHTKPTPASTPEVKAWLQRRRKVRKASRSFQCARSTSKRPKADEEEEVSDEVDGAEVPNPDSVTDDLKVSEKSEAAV
MEP2-GFP yeast: alters MEP2-GFP fluorescence in TOR pathway yeast screen; GFP response vs DMSO, % at 10 µM; 330,000 tested, 0.51% active; S. cerevisiae MEP2-GFP strain, flow cytometry GFP, 3 h; 100% = DMSO control level; AID 2016;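 active means GFP response versus DMSO above a set limit, roughly screen mean plus 3 SD, cut at about 180% in these data; inconclusive means fewer than 70 cells counted for a yeast strain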;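 further: median GFP fluorescence of the barcode-gated MEP2-GFP cells per well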
RPL19A TOR yeast: alters RPL19A-GFP fluorescence in TOR pathway yeast screen; S. cerevisiae RPL19A-GFP strain, flow cytometry, 3 h; hits give low values; percent response vs DMSO, % at 10 µM; 330,000 tested, 0.3% active;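 active means percent response vs DMSO below 50%; inconclusive means fewer than 70 events counted for the yeast strain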;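 further: median channel GFP fluorescence of the barcoded RPL19A-GFP strain; ratio of sample median GFP to plate DMSO average so 100% = DMSO; lower means less RPL19A-GFP as with rapamycin TOR inhibition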
LAP4-GFP MLPCN: modulators of TOR pathway LAP4-GFP in S. cerevisiae; GFP response vs DMSO, % at 10 µM; 320,000 tested, 0.34% active; AID 2023; S. cerevisiae LAP4-GFP multiplex, flow cytometry GFP, 3 h; median GFP as percent of DMSO wells;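 active means GFP response vs DMSO above a set limit, about the screen mean plus 3 SD, cut at about 150% in these data; inconclusive means under 70 cell events counted for the yeast strain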
Starred values were filed as active, the others as inactive; ? = inconclusive; · = not tested or not shown; [ ] = remark or other dose.

SMILES	VLA-4 inh	GRK2 inh	CIT2 TOR yeast	AGP1 TOR yeast	GASC-1 inh	MEP2-GFP yeast	RPL19A TOR yeast	LAP4-GFP MLPCN
Cc1ccc(OCCC(=O)NCCc2ccc(S(N)(=O)=O)cc2)cc1	7	3	99	99	4	126	102	101
Cc1ccc(-n2c(O)c(C=Nc3ccccc3-c3n[nH]c(=S)[nH]c3=O)c3ccccc3c2=O)c(C)c1	6	4	102	109	5	100	102	115
O=C(NCCN1CCOCC1)c1ccccc1Oc1ccccc1	-8	0	98	96	7	105	98	96
Cc1ccc(C(=O)Nc2ccnc(-c3ccncc3)n2)cc1	7	0	105	104	2	105	111	107
COc1ccccc1Nc1nc2ccccc2[nH]1	9	1	107	104	4	110	97	109
Cc1cccn2c(=O)nc(SCC(=O)N3CCC(C)CC3)nc12	25	0	84	99	-16	91	86	92
Cc1ccc(CC(=O)N(Cc2ccccc2)c2ccccn2)cc1	2	3	101	97	19	100	99	88
CC[N+](C)(C)c1cccc(O)c1	9	2	75	84	-2	98	97	123
Cc1ccc(C(=O)CCC(=O)OCC(=O)NNC(=O)c2ccc([N+](=O)[O-])cc2)cc1	-6	0	98	98	6	96	96	100
CN=C1S/C(=C\c2ccc(N3CCOCC3)cc2C)C(=O)N1C	3	1	95	90	4	108	101	98
O=C(O)COc1ccccc1/C=N/NC(=O)CSc1nc2ccccc2c(=O)n1-c1ccc(Cl)cc1	2	4	105	109	4	104	103	100
CC(C)c1ccc(OCC(=O)NC2CC(C)(C)NC(C)(C)C2)c(Br)c1	14	0	100	102	1	100	102	95
C=C(Cl)COc1ccc2c(CCCC)cc(=O)oc2c1	4	0	91	100	6	96	100	98
CO[C@@H]1O[C@@H]2COC(c3ccccc3)O[C@@H]2[C@@H](OC)[C@@H]1O (some centres undefined)	13	2	101	97	-1	101	103	94
CCN(CC)CCCN(Cc1cc2cc3c(cc2[nH]c1=O)OCO3)C(=S)NC	-4	0	104	104	26	106	103	98
Cn1c(N)c(C(=O)COC(=O)CCOc2ccc(C(C)(C)C)cc2)c(=O)n(C)c1=O	13	0	103	96	5	100	110	98
Cc1[nH]c2nc3ccccc3n2c(=O)c1CCC(C)C	2	0	108	106	0	109	108	100
C=CCn1c(CNC(=O)c2cccs2)nnc1SCC(=O)Nc1ccc(C(=O)O)cc1	7	0	90	102	8	91	95	79
COc1ccc(C(=O)Nc2nc3ccccc3s2)cc1OC	-13	2	102	93	4	103	104	130
O=C(c1ccc(S(=O)(=O)Nc2cccc(C(F)(F)F)c2)cc1)N1CCOCC1	2	0	98[may fluoresce green]	104[may fluoresce green]	-2	105[may fluoresce green]	108[may fluoresce green]	102[may fluoresce green]
Cc1ccc(OCC(=O)N/N=C/c2ccco2)cc1	-4	0	102	106	-1	107	102	112
CC1(C)Cc2c(c(-c3ccccc3)nc(N3CCCC3)c2C(N)=O)CO1	-1	2	100	101	-19	103	98	93
O=C(NN1C(=O)/C(=C/c2cccs2)SC1=S)c1ccncc1	8	0	108	104	-1	101	100	121
CN(C)S(=O)(=O)c1ccc(S(=O)(=O)NCc2ccc3c(c2)OCO3)cc1	-18	0	107	106	10	116	107	105
Cn1c(N)c(C(=O)COC(=O)/C=C/c2ccccc2F)c(=O)n(C)c1=O	-5	4	96	98	-8	106	99	100
CC(CCc1ccco1)N(C)S(=O)(=O)c1csc(C(N)=O)c1 (centres undefined)	-4	4	104	100	-9	99	99	93
COc1cccc(N2CCN(C(=O)c3cccnc3)CC2)c1	3	0	95	98	121	96	97	98
COc1cc(C(=O)NCc2ccc3c(c2)OCO3)c([N+](=O)[O-])cc1OC	10	0	96	92	20	145	95	99
Cc1ccccc1NC(=O)CSc1nnc(-c2ccccc2)n1-c1ccccc1	-2	0	103	99	-4	99	91	94
CCO/C=C/C(=O)N(C)CCC#N	14	0	97	104	2	105	102	100
O=C(NC1=NCCS1)c1cccc2ccccc12	12	0	116	75	4	91	100	93
CC(NC(=O)C(=O)NN=C1CCCCCC1)c1ccccc1 (centres undefined)	1	2	102	106	-2	108	106	105
CCCCOC(=O)c1ccc(NC(=O)C2CCCO2)cc1 (centres undefined)	3	2	·	99	0	98	102	97
N#Cc1ccc(CN2CCN(C(=O)c3cc(C4CC4)nn3-c3ccccc3)CC2)cc1	-5	0	88	94	0	94	96	98
O=C(Nc1ccc2c(c1)OCCO2)c1coc2ccccc2c1=O	-2	1	98	100	-2	103	99	103
C=CCC1Cc2c(cccc2[N+](=O)[O-])C(CC=C)N1 (centres undefined)	1	0	97	99	4	108	103	98
CCOC(=O)C1=C(C)Nc2ccccc2N/C1=N\S(=O)(=O)c1ccc(Cl)cc1	5	3	104	118	4	110	112	115
C(=N\Nc1nc2ccccc2[nH]1)/c1cccs1	-34	0	107	103	-2	107	101	101
O=C(NCCS(=O)(=O)N1CCN(c2ccccc2)CC1)C1CC(=O)N(c2ccccc2)C1 (centres undefined)	5	5	97	96	-4	101	97	94
COc1cccc2sc(N3CCN(C(=O)C4COc5ccccc5O4)CC3)nc12 (centres undefined)	23	1	89	101	4	101	96	113
O=C(COC(=O)/C=C/c1ccccc1)NC1CCS(=O)(=O)C1 (centres undefined)	3	2	98	106	·	101	98	108
Cc1cc(NC(=O)COC(=O)C2CC2)ccc1Br	0	0	97	104	4	111	101	113
COc1ccc(/C=N/n2cncn2)cc1Cn1cc([N+](=O)[O-])cn1	-1	4	84	101	7	86	93	92
COc1cccc2cc(C(=O)C3=C(O)C(=O)N(CCN4CCOCC4)C3c3ccc(Cl)cc3)oc12 (centres undefined)	12	2	94	107	2	100	100	112
CCOCC(=O)Nc1cc(C)on1	-3	5	87	91	3	88	98	95
O=C(CN1CCN(Cc2ccc(Cl)cc2)C1=O)NCCN1CCCC1	21	0	98	105	5	111	99	105
CN(CCC1CCOCC1)C(=O)CC1C(=O)NCCN1Cc1cccc(F)c1 (centres undefined)	-6	0	95	103	-1	101	99	92
O=C(C=C1CCN(c2ncc(C(F)(F)F)cc2Cl)CC1)NNC(=O)Nc1ccccc1	35	0	100	105	18	105	107	102
C/C(N)=C(/C#N)C(=O)CSc1cc(C)c2cc(C)cc(C)c2n1	-3	0	97	102	5	95	97	99
CN1C(C(=O)Nc2ncccn2)=C(O)c2ccccc2S1(=O)=O	-17	0	95	92	2	101	99	93
CC(=O)Nc1ccc(S(=O)(=O)N2CCc3ccccc3C2CC(=O)O)cc1 (centres undefined)	-19	5	111	102	-16	114	103	108
Cc1ccc(-n2cnnn2)c2cccnc12	6	1	95	96	0	105	96	103
COc1ccc(OC)c(NC(=O)CC2SC(=Nc3ccccc3)N(CCc3ccccn3)C2=O)c1 (centres undefined)	10	1	100	94	0	100	99	87
CCN(CC)C(=O)Cn1nc(C)c2ccccc2c1=O	14	0	103	100	-5	98	97	105
Nc1ncnc2nc(N3CCN(C(=O)c4ccccc4)CC3)[nH]c12	0	0	110	114	-3	119	115	112
CCOc1ccc(CNC(=O)CCc2cn(C)c3ccccc23)cc1OC	4	1	97	103	0	100	100	103
OC(c1ccccc1)c1nc2ccccc2s1 (centres undefined)	8	1	93	100	8	98	103	105
CCN1C(=O)CC(N2CCOCC2)C1=O (centres undefined)	-3	0	?	?	-12	?	?	?
CCS(=O)c1scc(-c2ccc(Cl)cc2)c1C#N (centres undefined)	-9	1	90	89	-2	94	96	107
COc1ccc(NC(=O)c2cc(-c3ccccc3)on2)cc1OC	7	10	114	98	1	113	110	87
Additional structures.
SMILES	VLA-4 inh	GRK2 inh	CIT2 TOR yeast	AGP1 TOR yeast	GASC-1 inh	MEP2-GFP yeast	RPL19A TOR yeast	LAP4-GFP MLPCN
COc1ccc(OCC(=O)OCC(=O)NCC2CCCCC2)cc1	6	2	89	88	-5	90	90	84
Cc1ccc2[nH]c(=O)c(COC(=O)c3ccccn3)cc2c1	2	4	96	100	-8	101	103	102
C[C@H](CO)N1C[C@H](C)[C@@H](CN(C)S(=O)(=O)c2ccc(F)cc2)Oc2c(NC(=O)Cc3ccccc3)cccc2C1=O	0	0	98	100	14	96	93	94
Cc1oc2c(cc(NS(=O)(=O)c3ccc4c5c(cccc35)C(=O)N4)c3ccccc32)c1C(=O)OC(C)C	-12	2	99	101	2	95	98	95
CCOC(=O)C1(CC2CCCCO2)CCN(Cc2nc3ccccc3[nH]2)CC1 (centres undefined)	-1	1	100	99	15	99	102	94
O=C(COc1ccc(Br)cc1Cl)NC(=O)Nc1ccc2c(c1)OCCO2	0	0	106	103	-31	99	98	99
CCCC(=O)Nc1nc(-c2ccc(OC)cc2)cs1	0	0	99	86	2	94	92	95
COc1ccccc1NC(=O)COc1ccccc1	-38	0	98	90	2	115	98	112
COc1ccc(C[C@H]2CN3C(=NC[C@@H]3Cc3ccc(O)cc3)N2C[C@H](C)NC(=O)c2ccc(C)c(Br)c2)cc1	19	0	68	72	-23	92	94	127
COC1CCCN(Cc2nc(Cc3ccccc3F)no2)C1 (centres undefined)	-2	1	89	106	6	93	100	103
CCC(=O)c1ccc(N2CCN(C(=O)c3ccccc3Br)CC2)c(F)c1	-8	3	90	100	-7	103	96	111
O=C(CCn1cncn1)N1CCCC(N2CCN(c3ccc(F)cc3)CC2)C1 (centres undefined)	1	1	91	91	-1	100	90	91
Fc1ccccc1C1c2[nH]c3ccccc3c2CCN1Cc1ccoc1 (centres undefined)	-8	0	98	96	5	101	102	91
CC(C)Oc1ccc(S(=O)(=O)N(C(C)C)C(C)C)cn1	3	0	99	112	9	100	103	99
COC(=O)c1ccc(CNC(=O)c2ccc3oc(C(C)C)nc3c2)cc1	-2	4	98	101	12	102	99	106
COc1ccccc1CN1CCc2c([nH]c3ccccc23)C1	8	0	100	102	5	107	103	95
CCOC(=O)c1csc(-c2ccc([N+](=O)[O-])cc2)n1	10	0	112	108	2	99	99	106
N/C(=N\OC(=O)c1cc(-c2ccccc2)nc2ccccc12)c1ccc(Cl)cc1	0	0	92	89	11	94	93	114
O=C(CCNC(=O)c1ccc([N+](=O)[O-])cc1)N/N=C/c1ccc(F)cc1	2	1	94	102	19	96	93	103
CC1(c2ccc(Cl)cc2)NC(=O)N(CC(=O)Nc2cccnc2Cl)C1=O (centres undefined)	7	3	80	92	6	92	89	88
COc1ccc(NS(=O)(=O)c2ccc3ccccc3c2)c2ncccc12	3	2	105	67	-15	136	75	113
CC(Sc1nnc(Cc2ccccc2)o1)C(=O)Nc1ccccc1[N+](=O)[O-] (centres undefined)	-11	2	103	107	20	101	95	107
COc1ccc(Oc2cc(C(F)(F)F)cnc2C(N)=O)cc1	9	0	120	119	-5	110	·	108
CCCc1sc(N)nc1-c1ccc(C)cc1	-2	0	93	104	-40	100	101	107

Quoted from the listing:
VLA-4 inh with COc1ccccc1CN1CCc2c([nH]c3ccccc23)C1 reads 8
CIT2 TOR yeast with Fc1ccccc1C1c2[nH]c3ccccc3c2CCN1Cc1ccoc1 (centres undefined) reads 98
